From PubChem
A3G deaminase: blocks human APOBEC3G single-stranded DNA deamination. recombinant A3G, ssDNA deamination FAM/TAMRA fluorescence. inhibition, % at 20 µM. actives 0.28% (n = 330,000). AID 493012;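 active means inhibition of at least 40% at 20 µM, with no more than 30% in the related APOBEC3A deaminase screen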;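 further: plate controls were DMSO wells with A3G for no effect and wells lacking A3G enzyme for full effect; some compounds called inactive have numbers as strong as hits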
MPTP block: inhibitors of mitochondrial permeability transition pore. isolated mouse mitochondria, Ca2+ swelling absorbance, 30 min. actives 1.4% (n = 360,000). inhibition, % at 10 µM. AID 602449;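 active means inhibition of 50% or more, scaled per plate between neutral and stimulator controls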;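 further: 0% = DMSO wells given calcium and 100% = 1 mM EGTA wells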
hIAP activ: human IAP activation; activation factor at 10 µM; actives 0.16% (n = 330,000); P09923; AID 2524; purified human IAP, CDP-Star luminescence, 30 min; hits give high values; 1 = vehicle-only enzyme, 0 = enzyme-free background;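 active means activation factor of the enzyme at least 2-fold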; further: the source names both 10 and 20 µM as test concentration; values of inactives mirror those of a sister screen read the other way
Target sequence (P09923 whole entry, looked up): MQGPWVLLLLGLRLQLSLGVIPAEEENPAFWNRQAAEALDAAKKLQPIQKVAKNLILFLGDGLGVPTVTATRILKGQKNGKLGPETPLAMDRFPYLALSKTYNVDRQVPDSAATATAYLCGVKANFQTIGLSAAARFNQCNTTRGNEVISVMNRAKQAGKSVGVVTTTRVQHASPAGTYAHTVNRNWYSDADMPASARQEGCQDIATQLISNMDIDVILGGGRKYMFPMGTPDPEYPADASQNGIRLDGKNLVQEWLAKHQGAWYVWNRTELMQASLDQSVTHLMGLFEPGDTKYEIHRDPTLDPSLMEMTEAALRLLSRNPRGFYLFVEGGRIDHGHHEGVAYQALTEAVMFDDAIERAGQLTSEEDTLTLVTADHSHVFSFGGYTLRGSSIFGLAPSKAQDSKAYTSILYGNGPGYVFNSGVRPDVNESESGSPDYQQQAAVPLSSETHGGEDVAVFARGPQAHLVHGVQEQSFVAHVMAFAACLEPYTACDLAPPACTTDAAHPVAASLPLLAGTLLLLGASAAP
mIAP block: mouse IAP inhibition; purified mouse IAP, CDP-Star luminescence, 30 min; actives 0.2% (n = 330,000); inhibition, % at 10 µM; AID 2806;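 active means inhibition of at least 40% at 10 µM in the primary screen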;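 further: plate controls were DMSO with enzyme for no effect and no enzyme wells for full effect; values of inactives mirror those of a sister screen read the other way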
A3A deaminase: inhibitors of human APOBEC3A DNA deaminase. P31941. recombinant A3A, FAM/TAMRA ssDNA deamination fluorescence. inhibition, % at 20 µM. actives 0.41% (n = 330,000). AID 493011;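 active means at least 40% inhibition at 20 µM here, with at most 30% in a related deaminase screen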;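 further: plate controls were A3A with DMSO for no effect and wells lacking A3A enzyme for full effect; some results filed as inactive read as strong as hits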
Target sequence (P31941 whole entry, looked up): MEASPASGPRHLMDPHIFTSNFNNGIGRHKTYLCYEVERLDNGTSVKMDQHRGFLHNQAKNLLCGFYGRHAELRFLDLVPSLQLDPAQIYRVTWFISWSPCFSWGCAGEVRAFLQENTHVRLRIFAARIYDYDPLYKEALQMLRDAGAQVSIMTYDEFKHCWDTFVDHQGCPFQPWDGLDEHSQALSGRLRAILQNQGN
GRIN3A LBD mod: modulates the human NR3A ligand-binding domain; actives 2.5% (n = 340,000); Tm shift relative to glycine control, % at 25 µM; NR3A LBD differential scanning fluorimetry, Tm shift; 0% = protein alone, 100% = glycine-bound protein;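 active means melting temperature shift of at least 10% of the positive control shift, at one fixed dose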
mIAP act: increases mouse intestinal alkaline phosphatase activity | AID 2805 | actives 0.24% (n = 330,000) | activation factor at 10 µM | muIAP, CDP-Star luminescence, 30 min; hits give high values; 1 = vehicle-only enzyme signal, 0 = enzyme-free wells;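 active means activation factor of at least 2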; further: the source names both 10 and 20 µM as test concentration; values of inactives mirror those of a sister screen read the other way
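also added = chemiluminescent substrate CDP-Star | test system = mouse IAP enzyme | signal = chemiluminescence readout | compound = DMSO-dissolved test compounds | incubation = 30 min at room temperature | benchmarks = DMSO wells, no-enzyme wells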
MIN6 prolif: inducers of beta-cell replication in MIN6 cells. MIN6 cells proliferation, ATPlite luminescence, 48 h; cells starved in 0.2% serum; 100% = growth in 10% serum. actives 0.29% (n = 330,000). proliferation, % at 10 µM. AID 2380;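 active means compounds whose signal lies at least 3.5 SD above the mean of all wells on their plate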;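 further: 0% = DMSO-treated cells in low-serum medium and 100% = 10% serum control; some compounds called inactive have numbers as strong as hits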
hIAP block: human IAP inhibition; actives 0.12% (n = 330,000); inhibition, % at 10 µM; AID 2544; P09923; purified IAP, CDP-Star luminescence, 30 min;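 active means inhibition reaching a set limit with compound at 10 µM in the primary screen, cut at about 35% in these data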;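 further: plate controls were DMSO wells with enzyme for no effect and no-enzyme buffer wells for full effect; values of inactives mirror those of a sister screen read the other way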
The depositor's hits bear a star; . = not tested or not shown.

SMILES | A3G deaminase | MPTP block | hIAP activ | mIAP block | A3A deaminase | GRIN3A LBD mod | mIAP act | MIN6 prolif | hIAP block
CC(=O)Nc1ccc(C(=O)NNC(=O)CCCCC(=O)NNC(=O)c2ccc(NC(C)=O)cc2)cc1 | -8 | 0.7 | 1.3 | 12 | 5 | -2 | 0.88 | 0 | -28
CC1CN(C(=O)CSc2nc(-c3ccccc3)cs2)CC(C)O1 (centres undefined) | -2 | -6.2 | 0.99 | -2 | 1 | -1 | 1 | -2 | 1
CCC(C)n1nccc1NC(=O)C(C)OC(=O)c1cc2ccccc2[nH]1 (centres undefined) | -4 | 1.7 | 0.95 | 2 | -3 | 2 | 0.98 | 0 | 5
C=CCn1c(CCNC(=O)c2cccs2)nnc1SCC(=O)c1ccc(Cl)cc1 | -1 | -0.6 | 0.91 | 2 | 1 | -13 | 0.98 | -1 | 9
COc1cccc(N=Nc2c(N)[nH]n3c(=O)cc(-c4ccccc4)nc23)c1 | -4 | -0.9 | 0.99 | 23 | 0 | 1 | 0.77 | -5 | 1
OC(COc1ccc2ccccc2c1Cl)CN1CCOCC1 (centres undefined) | -3 | 2.6 | 0.99 | 12 | -2 | -2 | 0.88 | 0 | 1
O=C(Cn1c2ccccc2c(=O)c2ccccc21)Nc1cccc(F)c1 | -3 | 9.3 | 0.79 | -8 | -1 | -4 | 1.1 | -1 | 21
CC(=O)N1CCN(c2cc3c(cc2F)c(=O)c(C(=O)O)cn3C2CC2)CC1 | -11 | -2.5 | 0.99 | 1 | -31 | 0 | 0.99 | 1 | 1
C=C(C)CNC(=S)N/N=C/c1ccccc1OCC(=O)O | -6 | 0.0 | 1.1 | 5 | 1 | 1 | 0.95 | 3 | -13
O=C(N/N=C/c1cccc(Oc2ccccc2)c1)c1cccc(O)c1 | -10 | 0.4 | 0.88 | 7 | -1 | 10 | 0.93 | -4 | 12
Cc1c([N+](=O)[O-])c(C(=O)Nc2ccc3c(c2)OCCO3)nn1C | 0 | -1.6 | 1 | -2 | 0 | 10* | 1 | -3 | -5
CC(C)CN1C(=O)c2ccc(NC(=O)c3ccco3)cc2C1=O | -6 | 1.7 | 1.1 | 11 | -4 | -2 | 0.89 | 2 | -7
CCC(C)N1CC(=O)N2C(c3ccc(OC)cc3OC)c3[nH]c4ccccc4c3C[C@H]2C1=O (some centres undefined) | -8 | -1.1 | 1 | 4 | -3 | -1 | 0.96 | 1 | -1
CCN(CC)CC(O)COc1ccc2c(c1)OCO2 (centres undefined) | -11 | -1.3 | 0.86 | 15 | -2 | -1 | 0.85 | -3 | 14
COc1ccc2c(c1OC)C(=O)N1C2SC(C)(C)[C@H]1C(=O)NC(C)C (some centres undefined) | -3 | -0.8 | 1 | 6 | -2 | -1 | 0.94 | 3 | -4
O=C(NCCOc1ccc(Cl)cc1)c1ccco1 | -9 | -0.4 | 1 | 0 | 0 | -1 | 1 | 1 | 0
O=C(Nc1ccc(S(=O)(=O)N2CCc3ccccc3C2)cc1)C1CCCO1 (centres undefined) | -3 | 0.0 | 0.93 | 3 | 1 | 5 | 0.97 | -3 | 7
Cc1ccc(S(=O)(=O)CC(=O)c2ccccc2)cc1 | -5 | 0.7 | 1.1 | 0 | -3 | 0 | 1 | -2 | -10
CN(CC(N)=O)S(=O)(=O)c1ccc(F)cc1 | -3 | -0.5 | 1.2 | 0 | 1 | -1 | 1 | -4 | -24
O=C(C1CCC(C(=O)N2CCc3ccccc32)CC1)N1CCc2ccccc21 (centres undefined) | -3 | -1.1 | 1.1 | 0 | 4 | -2 | 1 | -2 | -14
COC(=O)c1ccc(NC(=O)[C@H](C)NC(N)=O)cc1 | -7 | 1.0 | 1.2 | -4 | 0 | 0 | 1 | -1 | -23
CCC(C(=O)Nc1cc(OC)c(NC(=O)c2ccccc2)cc1OC)c1ccccc1 (centres undefined) | 3 | 0.7 | 0.69 | 10 | -2 | 1 | 0.9 | 0 | 32
CCC(CC)c1nnc(NC(=O)C2CCN(C(=O)c3ccco3)CC2)s1 | 43* | -1.8 | 1 | 12 | 3 | -2 | 0.88 | 0 | 0
Cc1cc(/C=C(/C#N)c2nc3ccccc3[nH]2)c(C)n1-c1cc(C(=O)O)cc(C(=O)O)c1 | 22 | -1.8 | 0.81 | 14 | 49* | -2 | 0.86 | -1 | 19
CCCCC(=O)NC1(C(F)(F)F)C(=O)Nc2c1c(=O)[nH]c(=O)n2Cc1ccco1 (centres undefined) | -3 | -2.7 | 1.1 | 9 | -2 | 0 | 0.91 | -1 | -9
Cc1ccc(-c2nc(-c3ccncc3)no2)c(Cl)c1 | 3 | 0.1 | 1.1 | -13 | -2 | -4 | 1.1 | -4 | -8
CC(NC(=O)c1cc(Br)cs1)C1CCCO1 (centres undefined) | -14 | -1.8 | 1 | 0 | -10 | -1 | 1 | -1 | 0
Cc1ccc(NC(=O)CSc2ccc(-c3ccccn3)nn2)c(C)c1 | -1 | -0.3 | 1.3 | -7 | -1 | -1 | 1.1 | -3 | -25
Cc1ccc(-n2c(C)cc(/C=C3\SC(=O)NC3=O)c2C)cc1 | -3 | 1.5 | 1 | 3 | 1 | 1 | 0.97 | -3 | -2
Cc1ccc(C(C)NC(=O)c2ccc3c(c2)OCO3)cc1C (centres undefined) | 4 | 1.6 | 0.96 | -8 | 7 | -1 | 1.1 | 2 | 4

Arranged by molecular weight (low to high): part of the list above
SMILES | A3G deaminase | MPTP block | hIAP activ | mIAP block | A3A deaminase | GRIN3A LBD mod | mIAP act | MIN6 prolif | hIAP block
CN(CC(N)=O)S(=O)(=O)c1ccc(F)cc1 | -3 | -0.5 | 1.2 | 0 | 1 | -1 | 1 | -4 | -24
Cc1ccc(-c2nc(-c3ccncc3)no2)c(Cl)c1 | 3 | 0.1 | 1.1 | -13 | -2 | -4 | 1.1 | -4 | -8
Cc1ccc(S(=O)(=O)CC(=O)c2ccccc2)cc1 | -5 | 0.7 | 1.1 | 0 | -3 | 0 | 1 | -2 | -10

Following part:
SMILES | A3G deaminase | MPTP block | hIAP activ | mIAP block | A3A deaminase | GRIN3A LBD mod | mIAP act | MIN6 prolif | hIAP block
CCOC(=O)c1nn(-c2cccc(OC)c2)c2nc(CC)c(C#N)c(=O)n12 | 0 | 1.3 | 0.86 | 0 | -1 | 0 | 1 | -1 | 14
O=C(Nc1ccc2nc(-c3cccs3)[nH]c2c1)c1ccco1 | -5 | 7.7 | 0.88 | -9 | -2 | 14* | 1.1 | 0 | 12
Cc1ccc(NC(=O)N(Cc2cccs2)Cc2cc3cc4c(cc3[nH]c2=O)OCO4)cc1 | -5 | . | 0.93 | 2 | -3 | . | 0.98 | -5 | 7
CCOc1cc(S(=O)(=O)NCC2OCCc3ccccc32)c(OCC)cc1-n1cnnn1 (centres undefined) | -5 | 0.5 | 0.94 | 11 | -2 | 1 | 0.89 | 1 | 6
CC1CCCCN1C(=O)COC(=O)c1cc([N+](=O)[O-])ccc1N1CCOCC1 (centres undefined) | -10 | -2.8 | 0.88 | -1 | 12 | 1 | 1 | -2 | 12
O=C1C(Cl)=C(NS(=O)(=O)c2ccc([N+](=O)[O-])cc2)C(=O)c2ccccc21 | 0 | 35 | 1.1 | 2 | 1 | 1 | 0.97 | -6 | -6
CCN(c1ccccc1)S(=O)(=O)c1ccc(Cl)c(NC(=O)CN2C(=O)NC3(CCCC3)C2=O)c1 | -5 | 2.4 | 1.1 | -5 | -6 | -2 | 1 | -2 | -6
CCSc1nnc(NC(=O)C2CCN(S(=O)(=O)c3ccccc3C(F)(F)F)CC2)s1 | -1 | -13 | 0.89 | 2 | -2 | -6 | 0.98 | 0 | 11
COc1cc(/C=C/C(=O)OCC(=O)NC(=O)NC23CC4CC(CC(C4)C2)C3)ccc1OCC#N | 0 | 0.3 | 1.1 | -7 | 9 | -3 | 1.1 | -5 | -10
CSCCC(NC(=O)c1ccccc1)C(=O)NCCCn1nc(C)cc1C (centres undefined) | 3 | -3.4 | 1.1 | 7 | 0 | 2 | 0.93 | -2 | -14
CC(=O)c1cccc(NC(=O)N2CCCC(C(=O)c3cc(F)ccc3F)C2)c1 (centres undefined) | -4 | 0.2 | 0.96 | 2 | 2 | -1 | 0.98 | -1 | 4
Cc1ccc(C(=O)NC(=S)Nc2ccc(Oc3ccc(Cl)cc3)cc2)cc1 | -2 | 0.8 | 0.77 | 24 | -2 | 0 | 0.77 | -2 | 23
O=C(NCc1ccco1)C1CC(c2c(Cl)cccc2Cl)=NO1 (centres undefined) | -4 | -0.7 | 0.87 | 0 | 0 | -1 | 1 | -1 | 13
CCCn1c2ccccc2c2cnn(CC(=O)N3CCOCC3)c(=O)c21 | -1 | -1.4 | 0.83 | 10 | -3 | -1 | 0.9 | -2 | 17
CC(C)(C)c1cc(C(=O)O)c(CN2CCCCC2)o1 | -5 | -3.8 | 0.96 | 4 | -2 | -3 | 0.95 | -2 | 4
Cc1cccc(/C=N/NC(=O)c2cc3c(s2)-c2ccccc2CC3)c1 | -2 | 1.4 | 1.4 | 2 | -1 | 4 | 0.98 | -4 | -40
CC(C)c1ccc(C(=O)Nc2cccnc2)cc1 | -4 | -1.3 | 1.1 | -5 | 3 | -1 | 1 | -1 | -10
COc1cccc(-c2nc(CS(=O)(=O)CC(=O)N3CCN(C4CCCCC4)CC3)c(C)o2)c1 | -5 | -1.0 | 1 | -8 | -5 | -1 | 1.1 | 4 | 0
O=C(Nc1ccc2c(c1)CCC2)C1CCN(c2c3c(nc4ncnn24)CCC3)CC1 | -6 | 4.5 | 0.89 | -5 | 1 | -1 | 1 | -4 | 11
CCCNc1c(NS(=O)(=O)c2c(F)c(F)c(F)c(F)c2F)c(=O)oc2ccccc12 | -6 | -0.5 | 1 | 11 | -5 | 0 | 0.89 | -2 | -2
CC(Oc1ccc(-n2cnnn2)cc1)C(=O)O (centres undefined) | -2 | -0.9 | 1.1 | 7 | 0 | -2 | 0.93 | -1 | -7
CCc1cc2c(=O)n(CCCOC)c(SCC(=O)Nc3oc(C)c4c(C)n[nH]c(=O)c34)nc2s1 | -13 | -0.3 | 1 | 0 | -6 | 0 | 1 | 6 | -2
CCOCCn1c(CN2CCN(CC)CC2)nc2c1c(=O)n(C)c(=O)n2C | -4 | -0.4 | 0.97 | 0 | -4 | -2 | 1 | 5 | 3
COc1ccc2nc(C)cc(SCC(=O)NNC(=O)COc3cccc4ccccc34)c2c1 | -8 | 1.6 | 1.5 | -7 | -4 | 3 | 1.1 | -5 | -53
O=C1C=C(c2cccc3c2Oc2ccccc2S3)C[C@@H](c2ccc(Cl)cc2)C1 | -8 | -0.1 | 0.93 | 10 | -4 | 1 | 0.9 | -5 | 7
O=C(CCn1cnnn1)Nc1ccc(Cl)c(Cl)c1 | -8 | 3.8 | 0.97 | -6 | -4 | -2 | 1.1 | -2 | 3
COc1cc(Cl)ccc1OCc1cc(C(=O)N2C[C@H]3CC[C@H]2C3)no1 | 2 | 3.0 | 1 | -8 | 3 | 13* | 1.1 | 4 | 0
C#CCNC(=O)C1=C[C@H](C(C)(C)C)C[C@H](OCc2ccc(CO)cc2)O1 | 4 | -0.1 | 0.95 | -1 | 6 | 1 | 1 | -1 | 5
CCN(CC(=O)Nc1c(F)cccc1F)C(=O)c1cccc(-n2cnnn2)c1 | 0 | -2.1 | 0.97 | 1 | -1 | 0 | 0.99 | -3 | 3
CCn1c(SCC(=O)NNC(=O)c2ccc(OC)cc2)nnc1-c1ccco1 | -7 | -1.3 | 1.4 | 6 | 0 | -1 | 0.94 | -3 | -44

Compounds were not picked by outcome (roughly 5% active in at least one column).
